Assay outcomes (PubChem BioAssay)
Rtt109 HAT inh = inhibitors of C. albicans Rtt109/Vps75 HAT, primary screen, biochemical, ThioGlo CoA-SH fluorescence, plate reader; Histone acetyltransferase RTT109 (Candida albicans (strain SC5314 / ATCC MYA-2876)), …; purified Rtt109/Vps75, 4 h; inhibition, % at 34.9 µM; 330,000 tested, 0.16% active;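 active = inhibition of at least 50% in every replicate; inconclusive = best replicate reaches 50% inhibition but some replicates fall short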
Target sequence (Q5AAJ8 whole entry, looked up): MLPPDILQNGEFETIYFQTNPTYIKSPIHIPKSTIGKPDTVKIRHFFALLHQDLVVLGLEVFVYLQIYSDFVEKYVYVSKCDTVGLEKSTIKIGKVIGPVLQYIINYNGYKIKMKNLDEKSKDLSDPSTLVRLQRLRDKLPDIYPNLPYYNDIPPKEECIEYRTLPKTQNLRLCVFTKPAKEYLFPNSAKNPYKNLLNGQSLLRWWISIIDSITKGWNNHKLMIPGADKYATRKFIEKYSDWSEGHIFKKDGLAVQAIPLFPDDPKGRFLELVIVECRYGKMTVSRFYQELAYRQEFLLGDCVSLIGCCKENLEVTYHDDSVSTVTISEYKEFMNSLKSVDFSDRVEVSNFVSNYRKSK
dFosB act = activators of delta FosB homodimer, primary screen, biochemical, fluorescence polarization, TAMRA-CDK5 oligo, single point; Protein FosB (Mus musculus), P13346; purified delta FosB; percent of positive-control signal above neutral wells; activation, % at 25 µM; 340,000 tested, 0.99% active;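 active = mean activation above about 17%, with every replicate also reaching it, limit read from the data, passing the limit was not always enough; inconclusive = only one of the two conditions met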;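 note: fluorescence polarization rise as delta FosB binds a TAMRA Cdk5 AP-1 oligo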
RTF Ca sens inh = cardiac RTF calcium sensitivity inhibitors, primary screen, biochemical, IANBD-TnC fluorescence, EC70 calcium. Troponin I, cardiac muscle (Homo sapiens) + Troponin T, cardiac muscle (Homo sapiens) + …. IANBD-labeled cardiac RTF, Ca2+ fluorescence. inhibition, % at 7.15 µM. 340,000 tested, 0.12% active;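 active = inhibition above the mean inhibition of all tested compounds plus 3 SD, cut at about 17% in these data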;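 note: assay run at fixed EC70 calcium of 1.6 mM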
Mot1-301 SUMO = yeast Mot1-301 growth rescue at high temperature, primary screen, SUMOylation pathway inhibitor project, S. cerevisiae, ATP luminescence, 38.5C; S. cerevisiae Mot1-301 growth rescue; percent above DMSO median, 100 means doubled; growth rescue, % at 18.8 µM; 320,000 tested, 1% active;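 active = every valid replicate shows activation above 250% relative to neutral control wells; inactive = the rest, any valid replicate at or below 250%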;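 note: OY570 slx delta 5 strain wells were the positive control but not used for scaling; some compounds called inactive have numbers as strong as hits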
cardiac RTF act = cardiac RTF calcium sensitivity activators, primary screen, biochemical, IANBD-TnC fluorescence, EC20 calcium. Troponin I, cardiac muscle (Homo sapiens) + Troponin T, cardiac muscle (Homo sapiens) + …. IANBD-labeled TnC RTF fluorescence at EC20 calcium; 0% EC20 calcium, 100% full calcium. activation, % at 7.2 µM. 340,000 tested, 0.24% active;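 active = activation above the mean over all tested compounds plus 3 SD, cut at about 30% in these data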;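 note: rise in fluorescence read as greater calcium sensitivity of cardiac thin filaments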
Keap1-Nrf2 PPI = Keap1-Nrf2 protein-protein interaction inhibitors, primary screen, biochemical, fluorescence polarization, single point; 340,000 tested, 0.15% active; Keap1 Kelch-Nrf2 peptide fluorescence polarization, 1536-well; AID 504523, 2011; inhibition, % at 9.4 µM; in the data active = inhibition above about 12%; inconclusive = no clear call, values can overlap the other calls; inactive = below about 7.3%;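 note: human Keap1 Kelch domain with fluorescein labeled Nrf2 9mer peptide probe; 0% = neutral control wells and 100% = peptide positive control; higher means more block of Keap1 binding to Nrf2 peptide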
Target sequence (Q14145 whole entry, looked up, the tested form may be a part): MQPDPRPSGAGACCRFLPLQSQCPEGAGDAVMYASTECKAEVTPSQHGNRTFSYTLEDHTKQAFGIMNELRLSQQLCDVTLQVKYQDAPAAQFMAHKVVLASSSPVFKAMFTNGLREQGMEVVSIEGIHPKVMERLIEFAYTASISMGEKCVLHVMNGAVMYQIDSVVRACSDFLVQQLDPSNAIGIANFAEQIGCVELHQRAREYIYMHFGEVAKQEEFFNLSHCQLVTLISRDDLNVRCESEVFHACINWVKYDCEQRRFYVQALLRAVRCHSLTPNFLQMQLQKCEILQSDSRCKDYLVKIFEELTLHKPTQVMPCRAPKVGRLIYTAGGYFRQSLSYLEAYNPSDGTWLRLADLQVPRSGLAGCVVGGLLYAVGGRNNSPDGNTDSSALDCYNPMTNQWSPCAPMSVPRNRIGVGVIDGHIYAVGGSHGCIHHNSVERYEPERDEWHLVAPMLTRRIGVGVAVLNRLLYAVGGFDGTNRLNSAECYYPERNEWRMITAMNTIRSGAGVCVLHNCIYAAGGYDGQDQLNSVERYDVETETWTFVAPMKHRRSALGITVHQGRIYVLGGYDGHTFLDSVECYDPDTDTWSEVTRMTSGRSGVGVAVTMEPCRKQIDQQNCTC
CDK5 p35 inh = inhibitors of human CDK5/p35 kinase, primary screen, biochemical, single concentration; Cyclin-dependent kinase 5 (Homo sapiens) + Cyclin-dependent kinase 5 activator 1 (Homo …; Recombinant CDK5/p35, ADP-Glo luminescence, 60 min; inhibition, % at 10 µM; 330,000 tested, 0.01% active; AID 488839, 2010;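 active = highest replicate inhibition of at least 50% and at least 75% of replicates reaching 50%; inconclusive = only one of the two criteria met; inactive = both criteria failed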;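 note: plate controls were DMSO neutral control for no effect and GW8510 at 10 µM for full effect; many of its hits are not listed in these tables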
PvdQ acylase = P. aeruginosa PvdQ acylase inhibitors, primary screen, biochemical, fluorescence, plate reader and imaging, single point. PvdQ acylase [Pseudomonas aeruginosa LESB58]. purified PvdQ acylase. inhibition, % at 10 µM. 340,000 tested, 0.063% active; in the data active = inhibition above about 30%, passing the limit was not always enough; inconclusive = no clear call, values can overlap the other calls;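 note: 0% = vehicle neutral wells and 100% = reference inhibitor wells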
PfHsp90 yeast 2 = growth inhibition of PfHsp90-expressing yeast, primary screen, antimalarial PfHsp90 inhibitor project, S. cerevisiae, BacTiter-Glo luminescence, single point, set 2; 310,000 tested, 0.32% active; inhibition, % at 9.4 µM; AID 504621, 2011; BacTiter-Glo ATP, 48 h; yeast lacking PDR1 and PDR3 efflux regulators;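 active = every replicate shows inhibition above about 80%, whatever the replicate mean, limit read from the data; inconclusive = mean inhibition reaches the set limit but some replicate falls short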;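 note: 0% = DMSO neutral controls and 100% = 20 µM radicicol positive controls; yeast relying on Plasmodium falciparum Hsp90 in place of its own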
NSD2 inh = NSD2 histone methyltransferase inhibitors, primary screen, biochemical, AlphaScreen, single concentration, set 2; Histone-lysine N-methyltransferase NSD2 (Homo sapiens), O96028; NSD2 peptide methylation, 120 min; inhibition, % at 12.5 µM; 310,000 tested, 0.54% active; in the data active = inhibition above about 50%
LANA DNA inh = inhibitors of KSHV C-LANA binding to DNA, primary screen, biochemical, fluorescence polarization, FAM-LBS DNA, MBP-C-LANA, single point. Kaposi's sarcoma herpesvirus LANA C-terminal domain (residues 932-1162) DNA binding. inhibition, % at 9 µM. 340,000 tested, 0.078% active. AID 504423, 2011;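 active = highest replicate inhibition at or above 60% at 9 µM, even if other replicates fall short; inactive = all replicates below 60% inhibition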;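 note: 0% = neutral control wells and 100% = 4 µM acridine orange control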
Active calls of the source: *; ? = inconclusive; . = not tested or not shown; & = joins results of further samples.

SMILES	Rtt109 HAT inh	dFosB act	RTF Ca sens inh	Mot1-301 SUMO	cardiac RTF act	Keap1-Nrf2 PPI	CDK5 p35 inh	PvdQ acylase	PfHsp90 yeast 2	NSD2 inh	LANA DNA inh
O=C(O)C(Cc1c[nH]c2ccccc12)NS(=O)(=O)c1ccc(Cl)c(C(F)(F)F)c1 (configuration not stated)	-4	-1	-4	1	-4	2	-1.7	-2	-26	10	0.7
Clc1ccc(NCn2cncn2)nc1	4	5	1	-5	-4	3	0.2	6	8	18	-0.1
CCCC(=O)Nc1ccc(C(=O)NNC(=O)c2ccco2)cc1	7	-4	8	9	-5	-5	-0.5	7	8	1	0.3
CC1CCCC(NC(=O)C2CCC(CNc3c(N4CCCC4)c(=O)c3=O)CC2)C1C (configuration not stated)	-3	-6	2	-5	-4	2	-0.2	-3	3	-3	0.7
COc1cc(/C=C/C(=O)O)cc(S(=O)(=O)Nc2cc(Cl)c(Cl)cc2Cl)c1OC	-3	-2	-15	-11	5	-4	-9.8	-18	15	1	0.5
Cc1nn(Cc2cccc(F)c2)c(C)c1NC(=O)c1c(Cl)cnn1C	-5	-4	0	-3	-2	0	1.5	-8	-13	-2	-0.9
CCCCN1CNC(=S)N(c2cc(C)ccc2C)C1	-8	3	-8	26	7	-8	-1.0	-25	21	0	1.0
CCc1ccccc1Nc1nc(N)nc(COC(=O)c2cccn2C)n1	10	-6	-4	3	-5	1	-1.6	-14	17	16	1.1
COc1ccc(C(CNC(=O)COc2ccc(Cl)cc2C)N2CCCCC2)cc1 (configuration not stated)	3	-2	1	3	2	-3	1.2	-13	5	-8	-1.5
CCOC(=O)c1cc(-c2ccc(OC)cc2)n(CCC(=O)NCCN2CCC(C)CC2)c1C	.	-15	-2	-8	2	5	0.2	3	0	4	0.7
COC(=O)CCn1nnc(-c2cccs2)n1	-3	-4	-8	15	-2	-3	-2.6	-9	33	6	-0.5
CCCCC1(C)NC(=O)N(CC(=O)Nc2ccc(S(=O)(=O)N3CCOCC3)cc2)C1=O (configuration not stated)	3	-3	-5	1	-3	-2	.	-8	-11	1	-0.8
O=C(Nc1ccccc1)c1cccc(S(=O)(=O)NCc2ccco2)c1	7	-3	10	-11	1	-4	2.1	1	13	-3	-0.8
COc1ccc(C)cc1Nc1n[n+](-c2ccccc2)c(-c2ccc(OC)c(OC)c2OC)s1	-9	-9	7	-6	-4	-5	-0.1	-22	0	.	-1.6
Nn1c(SCC(=O)N2CCN(S(=O)(=O)c3ccccc3)CC2)nnc1-c1cccs1	7	-3	-4	-17	-1	-11	2.7	-13	-12	-2	1.8
Cn1c(COc2ccccc2Br)nc2ccccc21	2	3	0	17	-2	-1	0.2	8	6	-6	0.6
COc1ccc(C2SCC(=O)N2c2c(C)n(C)n(-c3ccccc3)c2=O)cc1 (configuration not stated)	-4	1	-6	-15	-1	-8	-0.3	2	-3	-1	0.6
O=C(Nc1cccc2ncccc12)c1ccc([N+](=O)[O-])o1	9	-3	6	-8	0	-3	1.2	-9	9	0	-3.3
Cc1coc2c1c(C)cc1oc(=O)c(CC(=O)NCCCCCC(=O)O)c(C)c12	-5	2	-10	62	4	1	0.0	-6	10	1	-0.9
Cc1ccc(N(CC(=O)NCc2cccnc2)S(C)(=O)=O)cc1C	-4	7	0	52	4	-2	-0.1	-11	-23	10	2.8
CCOC(=O)c1cnn(-c2nc(C)cc(C)n2)c1N	-3	0	-3	128	6	-4	-3.1	-18	17	-1	3.0
CN(C)CCCN1C(=O)c2cccc3cccc(c23)C1=O	4	20*	-13	16	-9	-8	0.4	-12	-1	24	-2.3
O=C1C=C(c2ccc(Cl)cc2)OC2(CCCC2)O1	3	-3	0	127	-1	3	1.8	-10	4	-3	2.8
Cc1cccc(NC(=O)c2cc(Cl)nc3ccccc23)n1	-6	1	1	-7	0	2	-0.3	3	8	-4	2.3
Cc1cc(C)cc(NC(=O)COC(=O)Cn2cnc3c2c(=O)n(C)c(=O)n3C)c1	2	-5	6	.	3	-2	-1.1	-1	14	-6	-0.2
CCOC(=O)c1cc(-c2csc(COc3ccccc3)n2)on1	-13	-1	3	-28	-9	4	-1.1	16	-7	-2	2.6
COCC(C)n1c(SCC(=O)NCCC2=CCCCC2)nc2ccccc2c1=O (configuration not stated)	0	-13	-5	-9	6	4	-0.1	1	.	3	-1.1
COc1cc(/C=C2\SC(=O)N(c3cccc(Cl)c3)C2=O)cc([N+](=O)[O-])c1O	10	-8	-3	.	-14	0	2.9	-7	-54	2	0.5
NS(=O)(=O)c1ccc2nc(NC(=O)CS(=O)(=O)c3ccccc3)sc2c1	5	-5	6	7	-1	-3	.	7	6	5	0.0
CCN(CC(=O)NCc1cccs1)CC(=O)Nc1ccc(C(N)=O)cc1	-5	-9	-5	-15	5	0	-0.8	-1	-4	-5	-1.4
CCc1nc(N2CCN(S(C)(=O)=O)CC2)c2c3c(sc2n1)CCCC3	11	-4	-4	2	3	-1	0.1	-15	-15	-11	-0.4
CCC(=O)Nc1ccc(C(=O)NNC(=O)c2cccs2)cc1	0	0	0	-4	-6	-1	0.5	-17	.	-3	0.2
CCn1c(SCC(=O)N2CCN(C(=O)c3ccco3)CC2)nnc1C(C)C	3	-3	-1	-1	-2	-2	-3.0	-15	6	-1	0.8
COC(=O)c1ccc(NC(=S)Nc2ccccc2)cc1	1	0	0	-13	9	-4	0.9	-11	1	-1	1.7
ON1C(c2ccccc2C(F)(F)F)N(O)[C@H]2CCCC[C@H]21 (some centres not stated)	2	-4	-18	43	-1	5	-0.9	-2	-8	-3	1.6
CCCCC(=O)N/N=C(C)/C=C/c1ccccc1F	-3	-7	-3	.	7	-2	0.6	-12	-29	0	0.3
COc1cc(F)c(C2=CC(=O)C[C@H](c3ccc(Cl)cc3)C2)cc1F	-11	4	4	0	-4	-1	2.7	11	2	.	-0.5
O=C(Nc1ccc(F)cc1)C1CCN(C(=O)c2ccc(F)cc2)CC1	-11	-3	2	3	-2	5	2.6	-1	3	3	-0.7
CCOc1cc(C(=O)Nc2ccon2)cc(OCC)c1OCC	-1	-9	-5	19	14	-6	-1.6	-25	-19	1	-0.3
CCC(=O)N(C)CCc1cc2c(c(OC)c1/C=N/NC(=O)c1ccncc1)OCO2	-4	4	-3	-8	2	-4	0.5	-12	-22	1	9.9
Cc1ccc(NS(=O)(=O)c2c(C(=O)N3CCOCC3)c(C)n(C)c2C)cc1	7	6	-1	70	-2	0	0.5	1	6	-1	1.0
Cc1ccc(-n2nc3c(=O)n(C(C)C(=O)NC4CC4)nc(C)c3c2C)cc1 (configuration not stated)	11	6	2	316	4	2	.	8	3	0	1.2
Cc1ccc(NC(=O)C2CCN(S(=O)(=O)c3ccc4c(c3)C(C)(C)C(=O)N4C)CC2)c(C)c1	0	-5	-8	2	0	0	-0.5	11	-15	.	1.0
CCC(OC(=O)C(NC(=O)c1ccccc1)c1ccccc1)C(=O)Nc1cc(C)on1 (configuration not stated)	-6	-8	-7	-23	1	1	-2.2	-3	.	-5	-2.5
Cc1cnc(C(=O)NC(C)CCc2ccccc2)cn1 (configuration not stated)	4	3	2	-3	-5	-5	0.6	-3	-8	-1	-1.2
COCCn1c(SCC(=O)N(C)c2ccccc2)nc2c([nH]c3ccccc32)c1=O	-22	-9	6	-11	0	-7	1.6	-12	-4	-1	-0.7
O=C(Nc1ccc2c(c1)OCCO2)c1oc2ccccc2c1NC(=O)C1CC1	-1	1	3	5	-1	5	0.5	-1	-23	-5	3.5
CCOC(=O)N1CCC(Nc2c(NCCCN(CC)Cc3ccccc3)c(=O)c2=O)CC1	-6&0	-3&-4	-10&-2	9	1&-2	-7&-3	-1.7&0.9	-5&-3	15&14	3	0.1&-1.8
C#CCOCCOCCOCCNc1nc(N2CCN(C(=O)CCCCCCCCCCNC(=O)Cn3cc(C[C@@H](C)O)nn3)CC2)nc(N2CCN(C(=O)CCCCCCCCCCNC(=O)[C@H](CCCN=C(N)N)n3cc(C[C@@H](C)CC)nn3)CC2)n1	?	-330	-6	-13	2	-7	2.1	-12	1	.	-1.9
Cc1cc(C)c(C)c(S(=O)(=O)NCc2ccc(C(=O)N3CCCCC3)cc2)c1C	-27	-11	-9	153	7	-5	0.3	-15	-16	-1	-1.3
CCOc1ccccc1-n1c(=S)sc2c(=O)n(-c3ccc(F)cc3)c(SCC(=O)O)nc21	-3	-6	-5	94	4	-2	0.9	-12	-20	-2	0.3
Cc1cc(C(=O)CSc2nnnn2-c2ccccc2)c(C)n1CC1CCCO1 (configuration not stated)	7	-4	-1	3	0	5	3.3	-5	.	4	-0.5
Cc1cc(OCC(O)CN2CCc3ccccc3C2)cc(C(C)C)c1 (configuration not stated)	3	-14	1	49	0	0	0.1	-1	-8	7	0.4
Cn1c(=N)n(CC(=O)C(C)(C)C)c2ccccc21	0	-7	-10	-8	-3	0	0.6	-5	-31	4	-2.9
COC(=O)c1cnn(-c2ccc(Cl)cc2)c1/C=N/NC(N)=S	10	-1	-10	4	-3	6	1.0	-9	8	-1	0.3
COC(=O)C1=C(NC(=O)c2ccccc2C)CCS1	7	1	7	80	-2	-2	0.1	4	-16	1	-0.6
O=C(Nc1ccc2c(c1)OCCO2)N1CCN(c2ccccc2)CC1	4	-12	-2	3	-2	1	0.4	8	.	2	6.1
Cc1cccc(Nc2cnn(C34CC5CC(CC(CC(=O)O)(C5)C3)C4)c(=O)c2Cl)c1	4	-6	5	494	-3	-9	1.3	-3	11	-2	1.2

Outcome played no part in choosing rows. Share with any hit: about 3.2%.
